Source: PubChem
mcGAS inh – cyclic GMP-AMP synthase inhibitors, mouse, primary biochemical chemiluminescence | recombinant cGAS, Kinase-Glo ATP depletion luminescence | Q8C6L5 | actives 0.15% (n = 160,000) | AID 1259399, 2018 | inhibition, % at 12.5 µM;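 note: 0% = negative control wells and 100% = reference inhibitor with no enzyme activity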
NPYLR7 ag – agonists of mosquito NPYLR7 receptor, primary screen, cell-based, Aedes aegypti, calcium fluorescence, mosquito biting behavior; Aedes aegypti neuropeptide Y-like receptor 7 (NPYLR7); HEK293T NPYLR7/Galpha15, GCaMP6s calcium fluorescence; activation, % at 10 µM; actives 0.15% (n = 270,000); in the data active = activation above about 40%;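 note: 0% = vehicle and 100% = reference agonist at the receptor; some compounds past the cut are filed as inactive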
hcGAS inh – Primary biochemical luminescence assay for human cyclic GMP-AMP synthase inhibitors; Q8N884; recombinant h-cGAS, ATP depletion, Kinase-Glo luminescence; inhibition, % at 12.5 µM; actives 0.081% (n = 290,000); AID 1259398, 2018;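 note: 0% = vehicle reaction and 100% = reaction without DNA for no activity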
Target sequence (Q8N884 whole entry, looked up): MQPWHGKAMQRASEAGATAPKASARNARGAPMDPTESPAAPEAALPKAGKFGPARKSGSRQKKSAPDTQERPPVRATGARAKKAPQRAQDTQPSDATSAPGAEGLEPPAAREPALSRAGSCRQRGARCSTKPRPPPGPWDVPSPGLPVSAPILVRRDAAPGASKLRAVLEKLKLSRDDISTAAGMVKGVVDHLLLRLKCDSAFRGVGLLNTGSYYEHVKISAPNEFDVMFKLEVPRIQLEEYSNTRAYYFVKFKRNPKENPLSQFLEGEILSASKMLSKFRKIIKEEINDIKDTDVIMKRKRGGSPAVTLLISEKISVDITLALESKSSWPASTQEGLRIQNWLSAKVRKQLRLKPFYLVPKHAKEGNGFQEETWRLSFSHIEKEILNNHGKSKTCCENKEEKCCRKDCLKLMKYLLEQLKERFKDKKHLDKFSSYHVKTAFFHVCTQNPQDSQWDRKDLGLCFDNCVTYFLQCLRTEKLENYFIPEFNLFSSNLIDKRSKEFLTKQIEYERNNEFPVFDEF
* hit, by the source's call; nt = no result given; & = joins results of further samples. Cut-off read from the data, not from the text of the source, unless noted: active = inhibition above about 40%; inactive = the rest.

molecule,mcGAS inh,NPYLR7 ag,hcGAS inh
CN1C(=O)c2cccc3c(Cl)ccc(c23)C1=O,nt,4,-1
COC(=O)C1=C(C)NC2=C(C(=O)CC(c3ccc(Cl)cc3)C2)C1c1ccccc1OC(C)C (stereo not drawn),-7,2,-6
CC(C)CNC(=O)c1ccc2c(=O)n(Cc3ccccc3)c3nn(Cc4cccc(F)c4)c(=O)n3c2c1,-7,nt,-3
CCCCc1ccc(C(=O)N2CCSC2c2ccc(OC)cc2OC)cc1 (stereo not drawn),1,-12,-4
Cn1c(=O)c2c(nc(NCCCO)n2C)n(C)c1=O,-4,2,1
COc1cccc(C2NC(=O)N(C)C3=C2C(=O)N(CCc2ccc(OC)c(OC)c2)C3)c1 (stereo not drawn),-8,nt,-6
CCc1nc([C@H]2CN(C)C[C@@H]2C(=O)NCCc2cnccn2)c(C)[nH]1,-9,7,-2
Clc1ccc(C2C3CSc4ccccc4C3=Nc3nnnn32)cc1 (stereo not drawn),nt,24,-2
Cc1ccc(CC2CCCN(C(=O)CSc3ncn[nH]3)C2)cc1 (stereo not drawn),nt,1,-14
Cc1[nH]nc2c1C(c1cc(C(C)C)no1)CC(=O)N2 (stereo not drawn),nt,14,-2
O=C(CN1CCN(Cc2ccc(Cl)s2)CC1)N1CCOCC1,-5,2,-6
CN(c1cc(Cl)nc(SCc2ccc(C(=O)NCCc3ccc(Cl)cc3Cl)cc2)n1)C1CCCCC1,-5,22,-3
Cc1cc2oc3c(c2cc1NS(=O)(=O)c1cccs1)CC(C(C)(C)C)CC3 (stereo not drawn),nt,8,-5
COc1ccccc1-n1cc(-c2ccnc(N(C)Cc3cccc(C)n3)n2)cn1,-18,-7,-7
Cc1cc(C)n(CC(C)NC(=O)CC23CC4CC(CC(C4)C2)C3)n1 (stereo not drawn),nt,-4,-12
COC(=O)C1CC(O)C(N(C)Cc2sccc2C)C1 (stereo not drawn),nt,13,-11
Cc1cccnc1CN(C(=O)CC1C(=O)NCCN1Cc1ccoc1)C(C)C (stereo not drawn),nt,2,-2
Cc1cc(Oc2ccc(C)c(C)c2)nc(SCc2cc(F)ccc2F)n1,nt,8,0
COc1ccc2[nH]c3c(=O)n(CCCCC(=O)N4CCN(c5ccccn5)CC4)c(=S)[nH]c3c2c1,-8,-8,-7
C#CC(C)(C)OC(=O)c1ccc(OC)cc1,nt,-3,7
CSc1ccc(C(=O)NCC(=O)N2CCC3(CC2)C(=O)NCN3c2ccccc2)cc1,-4,-13,-1
CCCCC(=O)N1CCN(c2ncnc3c2nnn3Cc2ccccc2)CC1,-9,-14,-8
O=S(=O)(CCNS(=O)(=O)c1ccccc1)Nc1ccc(F)cc1F,nt,1,-9
O=C(COc1ccccc1)Oc1coc(CSc2ncccn2)cc1=O,-8,-11,-6
Cc1ccc(CSc2nc(CC(=O)NCc3ccco3)cs2)cc1,-7,nt,-3
NC(=O)c1ccsc1NC(=O)CCN1CCC2(CC1)OCCO2,nt,0,-7
COc1cn2c(cc1=O)C(=O)N(CCNC(=O)C1CC1)CC2,nt,13,-10
COC(=O)CN1N=C(C)Cn2c1nc1c2c(=O)n(CC(C)C)c(=O)n1C,-2,-6,4
COc1cccc(C(=O)N2CCN(C(C(=O)NCc3cccnc3)C3CCCC3)CC2)c1 (stereo not drawn),-1,-8,-2
CN1CC(NCc2cnc(-c3cccs3)s2)CC1=O (stereo not drawn),-7,14,-11
CCN1CCC(N(C)C(=O)Nc2cccc(Cl)c2)CC1,nt,0,-10
Cc1cc(C(=O)Nc2ccn(-c3ccccc3)n2)c(C)o1,-6,nt,-10
O=C(O)/C=C/c1ccc(S(=O)(=O)NCCCC(=O)O)cc1,-6,5,-3
O=C(CN1CCc2cc([N+](=O)[O-])ccc21)Nc1c(F)cccc1F,-10,8,-1
Cc1nnc(SCc2ccc(Br)cc2)[nH]c1=O,-5,-1,3
CCOC(=O)C1CCCN(C(=O)c2coc(CN(Cc3ccccc3OC)C(C)C)n2)C1 (stereo not drawn),-6,14,-4
O=C(NC1CCCN(CCc2ccccc2)C1)c1cc(-c2ccsc2)n[nH]1 (stereo not drawn),-8,2,-3
COC(=O)CCCN1C(=O)c2cccc3cccc(c23)C1=O,-4,1&1,-7&-4
O=S(=O)(c1ccc(OCCOc2ccc(Br)cc2)cc1)N1CCOCC1,nt,0,-6
CC(C)n1ncc2c(C(=O)OCCN3CCCC3=O)cc(C3CC3)nc21,nt,4,-6
Cc1[nH]nc(-c2ccc(OCCN3CCOCC3)cc2O)c1-c1ccccc1,0,-5,2
O=C(NCc1ccc(C(=O)N2CCCC2)cc1)Nc1ccccc1,nt,1,-11
Cn1c(=O)c2c(nc(NCc3ccco3)n2C)n(C)c1=O,nt,10&7,-10&-6
Cc1nn(C)c(C)c1-c1cc(C(=O)O)[nH]n1,-9,-2,-5
O=C(Nc1ccc(Cn2cccn2)cc1)NC1CCCSC1 (stereo not drawn),nt,1,-8
C=C1C=CC(NC(=S)NC)=CC1,nt,-4,-7
Oc1ccc(Oc2ncc(Cl)cc2Cl)cc1,nt,2,-6
CC(C)c1nnc2sc(CCCc3cn[nH]c3)nn12,-16,8,-7
COc1cccc(CNC(=O)C2CCN(C(=O)[C@@H](Cc3ccccc3)NC(=O)c3cc(C(C)(C)C)oc3C)CC2)c1,-8,27,-6
Cc1oc(-c2ccccc2Cl)nc1COc1ccc(N2CCOC2=O)cc1,nt,0,-2
CCCn1ncc(C(=O)N2CCC(=O)N(CC3CC3)C(C(C)C)C2)c1C (stereo not drawn),nt,9,-4
N#CCn1cnc2c(nnn2-c2ccc(Cl)cc2)c1=O,-6,2,-5
Cc1noc(C)c1Cn1cnc(-c2ccccc2)c1C1CCOC1 (stereo not drawn),-7,nt,-5
O=C(CCN(Cc1ccco1)c1nc(Cc2ccccc2)ns1)NCCc1ccc(Cl)cc1Cl,-7,10,-8
COc1ccc(Oc2cc(N3CCN(C(=O)C(C)Cl)C(C)C3)ncn2)cc1 (stereo not drawn),-5,-10,-6
Cc1ccc(CNC(=O)C2CC(=O)N(CC(F)(F)F)C2)cc1 (stereo not drawn),nt,1,3
COc1ccc(Oc2ccc(CNC(=O)C3CCCN(C(=O)N4CCCC4)C3)cn2)cc1 (stereo not drawn),nt,1,-10
O=C(CSc1ncn[nH]1)Nc1nonc1-n1cccc1,nt,-4,-5
C=CCSc1n[nH]c2nc3ccccc3n12,-5,1,-5
COc1nc(Nc2cccc([N+](=O)[O-])c2)nc(OC)n1,-3,1,-8

(further entries)
molecule,mcGAS inh,NPYLR7 ag,hcGAS inh
O=C(NCCCNC(=O)[C@H]1CCCN1S(=O)(=O)c1cccc(C(F)(F)F)c1)c1ccccc1,-9,11,-4
Cn1c(=O)c2c(-c3cccc(Cl)c3)c(NCCc3ccccc3)oc2n(C)c1=O,2,-2,5
Cc1cc2c(N3CCC4(CC3)CNC(=O)C4)ncnc2s1,nt,1,-1
CCOC(=O)c1nn(-c2cccc(Cl)c2)c2nnc(C)c(=O)n12,nt,-7,-8
CC(C)CCN=C(NC(=O)c1cccc(F)c1)OC(C)C,2,-11,-4
COc1ccc(OC)c(S(=O)(=O)Nc2ccc(CCNC(=O)NC(C)C)cc2)c1,-3,-19,-3
Cn1nnnc1SCCn1ccnc1-c1cnc[nH]1,nt,5,-7
COc1ccc(CCOC(=O)[C@@H]2CCCN2C(=S)Nc2c(Cl)cccc2Cl)cc1OC,-5,-5,-7
Cc1ccc(C(=O)N2C(C(=O)NCC3CCCO3)COC23CCN(C(=O)Cc2cccs2)CC3)cc1 (stereo not drawn),-6,0,-6
CCS(=O)(=O)Oc1cc(CN(CCOC)C(=O)NC(C)(C)C)ccc1OC,-5,-2,-2
Cc1cc(C)c(S(=O)(=O)NCc2cccnc2)c(C)c1,nt,4,-12
CC(C)(CNc1nc2nonc2nc1NCc1ccccc1)N1CCOCC1,-2,1,2
CN=c1scc(-c2ccc(C)cc2)n1N=Cc1ccc(F)cc1,nt,-1,-5
Cc1cc(C)n(-c2ccc(C(=O)Nc3cccc(C(F)(F)F)c3)cc2)n1,-3,-3,0
CC(C)c1cc(-n2ccnc2)n2ncc(-c3ccccc3)c2n1,-7,3,-12
OCC1CCCN(c2ncc(Br)c3ccccc23)C1 (stereo not drawn),nt,2,-4
Oc1ccc(CN2CCCn3cccc3C2c2ccc(F)c(F)c2)c(O)c1 (stereo not drawn),-5,3,-6
COc1ccc(OC)c(-c2cccc(-c3cccc(NC(=O)Cc4ccc(F)cc4)c3)n2)c1,-5,-1,-3
Cc1ccc(Cn2c(=O)c3c(nc4n3CCN4Cc3ccccc3)n(C)c2=O)cc1,-7,5,-7
COc1ccc(C2CC(=O)C3C(=Nc4ccccc4NC3c3cc(Br)c(O)c(OC)c3)C2)cc1 (stereo not drawn),nt,-6,-5
CC(C)CNC(=O)CN1C(=O)CC(c2ccc(Cl)cc2)NC1=O (stereo not drawn),-2,1,-5
Clc1ccc2nc(COc3cccc(-n4cnnn4)c3)cn2c1,nt,10,-4
CC(=O)NCCNC(=O)C1(C)Cc2c(-c3cccc(NC(C)=O)c3)ccnc2O1 (stereo not drawn),-9,-2,-10
CCCN1CC(c2n[nH]c(CCc3ccccc3)n2)CCC1=O (stereo not drawn),-6,-2,-2
CCOC(=O)C1=C(CCl)NC(=O)NC1c1cccs1 (stereo not drawn),nt,3,-6
CCn1ccnc1CN(CC1CCN(C2Cc3ccccc3C2)CC1)CC1CCCO1 (stereo not drawn),nt,17,-2
O=C(CC1CCCCC1)NCCCn1nc(-c2ccc(Cl)cc2)ccc1=O,nt,0,-3
CCOC(=O)c1c(N2CCOCC2)nc2ccc([N+](=O)[O-])cc2c1-c1ccccc1,-7,-3,-3
CC(C)(C)c1ccccc1NC(=O)CCC(=O)N1CC=CCC1,nt,10,-5
COc1ccc(SCC(=O)Nc2ccc(NC(=O)C3CC3)nc2)cc1,-18,18,-6
Cn1c(=O)c2cc(NC(=O)Cc3ccccc3F)ccc2n1Cc1cccc(C(F)(F)F)c1,-9,9,-9
Cc1cc2oc3c(c(=O)c2cc1Cl)C(c1ccc(F)cc1)N(c1nccs1)C3=O (stereo not drawn),nt,6,-8
CC(C)CC(=O)N[C@H]1[C@H](O)[C@@H]2O[C@H]1c1ccccc12,-5,1,3
Cc1nsc(N2CCN(C(=O)c3n[nH]c4c3CCC4)CC2)n1,nt,-28,3
CCOC(=O)[C@@H](NC(=O)[C@@H](C)c1ccc2cc(OC)ccc2c1)C(C)(C)C,nt,6,-9
O=C(C1CCOCC1)N1CCC2(CCNCC2CO)CC1 (stereo not drawn),-5,nt,-6

Next part; the last six above are carried over.
molecule,mcGAS inh,NPYLR7 ag,hcGAS inh
Cn1c(=O)c2cc(NC(=O)Cc3ccccc3F)ccc2n1Cc1cccc(C(F)(F)F)c1,-9,9,-9
Cc1cc2oc3c(c(=O)c2cc1Cl)C(c1ccc(F)cc1)N(c1nccs1)C3=O (stereo not drawn),nt,6,-8
CC(C)CC(=O)N[C@H]1[C@H](O)[C@@H]2O[C@H]1c1ccccc12,-5,1,3
Cc1nsc(N2CCN(C(=O)c3n[nH]c4c3CCC4)CC2)n1,nt,-28,3
CCOC(=O)[C@@H](NC(=O)[C@@H](C)c1ccc2cc(OC)ccc2c1)C(C)(C)C,nt,6,-9
O=C(C1CCOCC1)N1CCC2(CCNCC2CO)CC1 (stereo not drawn),-5,nt,-6
CCC(=O)Oc1c(S(=O)(=O)c2ccc(C)cc2)c(C)nn1C(C)(C)C,-8,0,-7
CCOc1ccc(NC(=O)N2CCN(c3nc(-c4cccc(F)c4)nc(C)c3CC)CC2)cc1,-6,-5,-13
Cc1ccc(CC2CCCN(Cc3noc(CC(C)C)n3)C2)cc1 (stereo not drawn),nt,1,-7
OCc1cn(C2CCN(Cc3ccc(-c4ccn[nH]4)o3)CC2)nn1,nt,19,-5
CC(NC(=O)c1nn(-c2ccc(Cl)cc2)c(=O)n(Cc2ccc(C(F)(F)F)cc2)c1=O)c1ccccc1 (stereo not drawn),-4,5,-4
CCOc1ccc(CC(=O)Oc2coc(CSc3nc(C)cs3)cc2=O)cc1,28,-3,-11
Cc1nc(CNC(=O)CSCc2ccccc2Cl)cs1,-10,-5,-2
COc1ccc(CCNC(=O)c2snnc2C)cc1,nt,-10,-1
Cn1c(=O)c2c(ncn2Cc2ncc(-c3ccc(Cl)cc3)o2)n(C)c1=O,nt,2,-8
COCCn1c(CN2CCOCC2)nc2c1c(=O)n(C)c(=O)n2C,nt,0,0
CC(C)CN(Cc1ccsc1)C(=O)CCN1CCCCCC1=O,nt,11,-5
O=C(Nc1ncnc2sccc12)c1ccc(S(=O)(=O)N2CCCC2)cc1,-3,-8,0
CC(C)Oc1nc(-c2ccccc2F)n(-c2ccc(NS(=O)(=O)c3ccc(F)cc3)cc2)n1,-7,25,-1
Cc1nc(NC(=O)N2CCCC2Cc2c(F)cccc2Cl)oc1C (stereo not drawn),-1,3&-2,2&-4
